# Screening data as filed in PubChem BioAssay.
# IkB signaling = IkB Signaling | ABC-DLBCL IkBa-CBG/CBR dual luciferase ratio, 4 h; response scale: scaled: untreated 0%, proteasome inhibitor 100% | Potency, µM (series often up to 57.1 µM), without a hit: top-dose IkBa stabilization activation | 110,000 tested, 0.04% active; active = well fitted curve in the direction sought with a large enough effect in the signal ratio, not every such curve was filed as active; inconclusive = small, poorly fitted or top-dose-only effect, or a change in a side signal; the % refers to the signal ratio;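 note: the direction sought is a rising ratio; 0% = basal untreated cells and 100% = reference inhibitor full response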
#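 In this assay, an IκBα–CBG68 fusion accumulates when IKK-driven degradation is blocked; native CBR normalizes for cell number. OCI-Ly3 cells were treated 4 h with compound and doxycycline, then green and red light read after Chroma-Glo addition.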
# p53ts 32C tox = qHTS Screen for Compounds that Selectively Target Cancer Cells with p53 Mutations: Cytotoxicity of p53ts Cells at the Permissive Temperature | H1299-p53A138V at 32C, ATP luminescence viability, 24 h | Potency, µM (highest dose often 46.1 µM), for inactives: top-dose activity change, negative = cytotoxicity, actives largely listed as cytotoxic | 130,000 tested, 0.93% active;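 note: 0% = DMSO and -100% = full killing by reference compound; nearly all actives have a fitted effect of over 55% in size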
#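 H1299-p53 A138V cells (temperature-sensitive p53) exposed 24 h to up to 46 uM compound at 32C, where p53 is wild-type in conformation. Viability read as ATP luminescence and normalised to DMSO and 100 uM tamoxifen. AC50 fitted with the Hill equation.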
# p53ts 39C kill = qHTS Screen for Compounds that Selectively Target Cancer Cells with p53 Mutations: Cytotoxicity of p53ts Cells at the Nonpermissive Temperature; H1299-p53A138V viability at 39C, ATP luminescence, 24 h; Potency, µM (series often up to 46.1 µM), without a hit: top-dose activity change, negative = cell killing, most hits filed as cytotoxic; 130,000 tested, 1.5% active; AID 902, 2007; note: nearly all actives have a fitted effect of over 55% in size
# Peg3 imprint = qHTS Assay for Compounds that Induce Erasure of Genomic Imprints; mouse ES Peg3-LacZ reporter, beta-gal luminescence, 40 h; Potency, µM (top dose mostly 60.7 µM), inactives show at the top dose activity change, positive = activation, most hits filed as activators; 110,000 tested, 0.02% active;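 note: 0% = negative control wells on the plate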
#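 Each well holds 300 Peg3LacZ-Neo (maternal) female ES cells incubated 40 h at 37C, 5% CO2. LacZ is measured by BetaGlo luminescence, with AC50 and maximum efficacy derived from dose-response curves.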
# Active calls of the source: *; ? = inconclusive; nt = not tested or not shown; [ ] = remark or other dose. Unless noted, calls come from the whole dose curve; as a rule, active = well fitted curve in the direction sought with a large enough effect; inconclusive = small, poorly fitted or top-dose-only effect, or another doubt; inactive = no such curve, though single readings can be large; an effect the other way counts as inactive or inconclusive. Unless noted, % is set by controls: 0 for no effect and ±100 for the full control effect; potency is the fitted concentration of half-maximal effect. This is a random part of the collection, and some 1.7% of all compounds hit somewhere here.
1	CC(C)CC(=O)Nc1ccc(OCC(=O)O)cc1
2	CCOC(=O)c1ccccc1NC1OC(=O)c2ccccc21 (stereo not drawn)
3	CC(CNC(=O)Cc1ccc(NC(=O)N2CCSc3ncccc32)cc1)c1ccccc1 (stereo not drawn)
4	CCc1ccc(Nc2nc(N)nc(CSc3nnnn3-c3ccccc3)n2)cc1
5	Cc1c(-c2ccc(Cl)cc2)c(=O)oc2ccc(OC(=O)N3CCOCC3)cc12
6	O=c1c(CCc2ccccc2)nc2cnc(N3CCOCC3)nc2n1C[C@H]1CCCO1
7	CCOc1ccc(NC(=O)c2cc(S(=O)(=O)N3CCCCC3)c[nH]2)cc1
8	CC1CCCCN1c1csc2ccc(F)cc2c1=O (stereo not drawn)
entry no.	1	2	3	4	5	6	7	8
IkB signaling	-3.9%	-1.0%	?	1.4%	-2.3%	-1.3%[11.4 µM]	-1.4%	1.9%
p53ts 32C tox	4%	2%	6%	-1%	2%	1%	10%	-8%
p53ts 39C kill	6%	4%	-7%	11%	-8%	-7%	-19%	-24%
Peg3 imprint	0%	3%	-2%[10.9 µM]	-12%	-11%[10.9 µM]	nt	-18%[10.9 µM]	-19%[10.9 µM]

9	CCn1c(-c2ccc(F)cc2)n[nH]c1=S
10	COC(=O)c1sc(NC(=O)COc2ccccc2OC)nc1C
11	Cc1ccc2ncc(C(=O)N3CCN(c4ccccc4F)CC3)c(=O)n2c1
12	CCOc1ccccc1NC(=O)C(Cc1ccccc1)NS(=O)(=O)c1ccc2c(c1)oc(=O)n2C (stereo not drawn)
13	CCOC(=O)c1[nH]c2ccc(OC)cc2c1NC(=O)OC
14	COc1ccc(NC(=O)Cn2c(=O)n(CCCCCC(=O)NCc3ccc4c(c3)OCO4)c(=O)c3sccc32)cc1Cl
15	CCOC(=O)C1CCCN(C(=O)c2ccc(CNc3c(N4CCC(C)CC4)c(=O)c3=O)cc2)C1 (stereo not drawn)
16	C/C=C/c1ccc(OC)c(OC(C)=O)c1
entry no.	9	10	11	12	13	14	15	16
IkB signaling	5.3%	?	-1.7%	1.7%	0.7%	?	0.9%	-0.5%
p53ts 32C tox	5%	-9%	-2%	2%	-6%	5%	1%	6%
p53ts 39C kill	1%	4%	-4%	-4%	-3%	0%	4%	2%
Peg3 imprint	-16%	-12%	-13%[10.9 µM]	-8%[10.9 µM]	nt	-7%[10.9 µM]	-15%	-13%

# The final 4 entries of the part before lead into the next.
13	CCOC(=O)c1[nH]c2ccc(OC)cc2c1NC(=O)OC
14	COc1ccc(NC(=O)Cn2c(=O)n(CCCCCC(=O)NCc3ccc4c(c3)OCO4)c(=O)c3sccc32)cc1Cl
15	CCOC(=O)C1CCCN(C(=O)c2ccc(CNc3c(N4CCC(C)CC4)c(=O)c3=O)cc2)C1 (stereo not drawn)
16	C/C=C/c1ccc(OC)c(OC(C)=O)c1
17	CC(=O)N1c2ccccc2NC2=C(C(=O)CCC2)C1c1cccnc1 (stereo not drawn)
18	CCc1ccc(CNC(=O)c2ccc3c(c2)nc2n3CCOC2)cc1
19	COc1ccc(-c2ccc(=O)n(CC(=O)Nc3ccccc3C(F)(F)F)n2)cc1
20	Cc1nn(-c2ccc(F)cc2)c2sc(C(=O)OCC(=O)N3CCC(C)CC3)cc12
21	CCN(CCCNC(=O)CCNC(=O)Cn1cnc2ccccc2c1=O)c1cccc(C)c1
22	CCc1ccccc1NC(=O)Cn1c(=O)n(-c2ccc(CC(=O)NCC3CCCO3)cc2)c(=O)c2ccccc21 (stereo not drawn)
23	CC(C)c1ccc(NC(=O)c2ccc(Br)o2)cc1
24	CCOc1ccccc1NC(=O)C(CC)n1c(C(=O)OC)cc2occc21 (stereo not drawn)
entry no.	13	14	15	16	17	18	19	20	21	22	23	24
IkB signaling	0.7%	?	0.9%	-0.5%	-5.4%	0.1%	-1.3%	?	0.7%	4.4%	nt	?
p53ts 32C tox	-6%	5%	1%	6%	12%	-1%	1%	2%	1%	1%	?	29%
p53ts 39C kill	-3%	0%	4%	2%	30%	-10%	-17%	-10%	-2%	8%	-27%	0%
Peg3 imprint	nt	-7%[10.9 µM]	-15%	-13%	-7%	16%[10.9 µM]	-9%[10.9 µM]	-9%	-14%	27%[10.9 µM]	nt	9%[10.9 µM]

25	CCOc1ccc(NC(=O)Cn2nnc(C(=O)OC)c2C(=O)OC)cc1
26	Cc1ccc(N(CC(=O)NCCc2ccc(Cl)cc2)S(=O)(=O)c2c(C)noc2C)cc1
27	Cc1cc(C)c2c(CC(=O)Nc3nnc(CC(C)C)s3)coc2c1
28	CC(OC(=O)CNC(=O)C12CC3CC(CC(C3)C1)C2)C(=O)Nc1ccc(N2CCOCC2)cc1 (stereo not drawn)
29	CC(C)CC(NC(=O)C(NC(=O)OC(C)(C)C)C(C)C)C(=O)NC(CCC(=O)OCc1ccccc1)C(N)=O (stereo not drawn)
30	O=C(O)[C@@H]1CSC2(CCSC2)N1 (stereo partly drawn)
31	CC(=O)Nc1ccc(Cl)cc1C(=O)O
32	Cc1ccccc1NC(=O)Cn1cc(C(=O)c2ccco2)c2ccccc21
entry no.	25	26	27	28	29	30	31	32
IkB signaling	1.7%	?	0.0%	-2.1%	nt	?	3.0%	?
p53ts 32C tox	6%	5%	-2%	-18%	0%	-2%	-7%	-3%
p53ts 39C kill	-1%	-28%	33%[activator]	-12%	-7%	-1%	-5%	-6%
Peg3 imprint	-6%[10.9 µM]	3%[10.9 µM]	-14%[10.9 µM]	10%	nt	-11%	-2%	9%[10.9 µM]

33	COc1ccc(C2C(C(=O)Nc3ccccc3)=C(C)Nc3nc(-c4ccc(Cl)cc4)nn32)cc1 (stereo not drawn)
34	COc1ccccc1NC(=O)c1c(NC(=O)c2ccco2)sc2c1CCC2
35	CN1c2ccc(Cl)cc2-c2nc(SCC(=O)NCc3ccc(F)cc3)ncc2S1(=O)=O
36	CCN1C(=O)[C@H]2[C@H]3[C@H](O)[C@H](O)C/C(=N/OCC[C@H]4C=C[C@H](OC(C)=O)[C@@H](COC(C)=O)O4)[C@@H]3CC[C@@H]2C1=O
37	CCC(=O)N1CCN(c2cc(C)ccc2C)CC1
38	COc1cccc(N(C(=O)Cn2nnc(-c3ccc(C)o3)n2)C(C(=O)NC(C)(C)C)c2cccs2)c1 (stereo not drawn)
39	O=C1CCCN1Cc1ncnn1-c1ccccc1
40	O=C(Nc1cc(Cl)ccc1Cl)c1cc(S(=O)(=O)NCCc2ccccc2)ccc1F
entry no.	33	34	35	36	37	38	39	40
IkB signaling	25%	4.2%	0.5%	nt	0.1%	nt	2.6%	?
p53ts 32C tox	?	23%	0%	-1%[9.22 µM]	3%	5%	-4%	-5%
p53ts 39C kill	?	-14%	-8%	-10%[9.22 µM]	-5%	3%	4%	?
Peg3 imprint	-11%[10.9 µM]	-9%	8%[10.9 µM]	nt	10%	nt	-2%	-7%[10.9 µM]

41	COc1ccc(-n2cc(C(=O)NCc3ccc(Cl)cc3)c3ccccc3c2=O)cc1
42	Cn1c(-c2ccccc2)cnc1SCc1nc2ccccc2c(=O)[nH]1
43	CCC(C)c1ccc2oc(-c3ccc(NC(=O)c4cc5ccccc5o4)cc3)nc2c1 (stereo not drawn)
44	COc1ccc(NC(=O)CCc2nc3c(C)nn(-c4ccc(C)cc4)c3n(C)c2=O)c(OC)c1
45	O=C(Nc1ccccc1F)C(Cc1ccccc1)n1cccc1 (stereo not drawn)
46	Cc1c(Cl)cccc1NC(=O)Cn1cc2c(n1)CCCC2
47	COc1ccc(NC(=O)C2CC(=O)N(c3cc(C)ccc3C)C2)cc1 (stereo not drawn)
48	O=C(c1cc(Cl)ccc1Cl)N1CCOCC1
entry no.	41	42	43	44	45	46	47	48
IkB signaling	0.6%	0.8%	?	-0.9%	?	1.9%	4.9%	-1.0%
p53ts 32C tox	25%	13µM*	-2%	3%	1%	-2%	8%	2%
p53ts 39C kill	-22%	?	12%	-6%	2%	1%	-2%	6%
Peg3 imprint	?	-50%[inhibitor]	-7%[10.9 µM]	16%[10.9 µM]	-4%[10.9 µM]	6%[10.9 µM]	-12%	-5%

49	CCCNC(=O)c1ccc2c(c1)nc(C)n2-c1cccc(C)c1
50	O=C(Nc1ccc(OC(F)(F)F)cc1)C1CCCN(S(=O)(=O)c2ccc(Br)s2)C1 (stereo not drawn)
51	O=C(c1cccc(S(=O)(=O)N2CCCC2)c1)c1nnc(-c2ccncc2)o1
52	CCOC(=O)Cn1c(CN(Cc2ccccc2)Cc2ccccc2)nc2c1c(=O)n(C)c(=O)n2C
53	O=C(Nc1cc(C(F)(F)F)ccc1F)C1CCC1
54	CCCNC(=O)OC[C@@H]1O[C@H](c2ccccc2)C=C[C@@H]1Oc1ccc(OC)cc1
55	Cc1ccc2nsnc2c1S(=O)(=O)Nc1cccc2nsnc12
56	CCn1cc(Br)c(C(=O)N2CCN(c3ccccc3)CC2)n1
entry no.	49	50	51	52	53	54	55	56
IkB signaling	-2.7%	4.0%	1.3%	?	0.5%	nt	10%	-1.3%
p53ts 32C tox	7%	1%	-9%	22%	12%	1%[9.22 µM]	-1%	-2%
p53ts 39C kill	-17%	?	-18%	41%[activator]	7%	9%[9.22 µM]	10%	11%
Peg3 imprint	-17%[10.9 µM]	3%[10.9 µM]	-10%	-18%	-8%	nt	-3%	-2%

57	Cc1ccnc(NS(=O)(=O)c2ccccc2)n1
58	COc1ccc(NC(=O)COC(=O)C2CCCCC2)c([N+](=O)[O-])c1
59	O=c1nccc(NCc2ccco2)[nH]1
60	COc1ccc(N2CCN(c3nc4ccc(C)cc4n4nnnc34)CC2)cc1
61	NC(=O)c1cc2ccc(O)cc2oc1=Nc1ccccc1
62	COc1ccc2c(c1)CC(C(=O)NCCCN1CCN(c3ccc(F)cc3)CC1)CO2 (stereo not drawn)
63	CCC(Sc1nc2c(sc3ccccc32)c(=O)n1CCCC(=O)NC1CCCC1)C(=O)Nc1cccc(OC)c1 (stereo not drawn)
64	Cc1nc2c(c(C)c1CCC(=O)NCc1ccc(Cl)cc1)c(=O)n(C)c(=O)n2C
entry no.	57	58	59	60	61	62	63	64
IkB signaling	0.1%	nt	0.4%	-1.4%	?	0.8%	2.0%	0.7%
p53ts 32C tox	7%	25%	4%	-5%	?	-8%	9%	18%
p53ts 39C kill	-3%	0%	4%	-2%	?	-15%	-20%	-13%
Peg3 imprint	-2%	nt	-6%	-7%[10.9 µM]	-95%[inhibitor]	-13%[10.9 µM]	12%[10.9 µM]	18%[10.9 µM]

# Single records, as listed above. Values in the order: IkB signaling, p53ts 32C tox, p53ts 39C kill, Peg3 imprint
# Shown for COc1ccc(NC(=O)COC(=O)C2CCCCC2)c([N+](=O)[O-])c1 = nt, 25%, 0%, nt
# Shown for CCC(Sc1nc2c(sc3ccccc32)c(=O)n1CCCC(=O)NC1CCCC1)C(=O)Nc1cccc(OC)c1 (stereo not drawn) = 2.0%, 9%, -20%, 12%[10.9 µM]
# Shown for Cc1nc2c(c(C)c1CCC(=O)NCc1ccc(Cl)cc1)c(=O)n(C)c(=O)n2C = 0.7%, 18%, -13%, 18%[10.9 µM]
